# KOR beta-arrestin-1: KOR agonists, beta-arrestin recruitment, primary screen, cell-based, luminescence, uHTS (AID 1777); KOR beta-arrestin recruitment, luminescence; higher % means a stronger effect; activation, % at 10 µM; hits with a dose series show EC50 in µM; actives 0.02% (n = 280,000); in the data active means activation above about 50%, passing the limit was not always enough; further: a part of the inactive calls stands beside numbers as strong as those of hits
# NOD1 inhibition: inhibition of NOD1-driven NF-kB reporter – cell-based, luminescence, uHTS, primary screen (AID 1578); NOD1-driven NF-kB luciferase reporter cells, luminescence; higher % means a stronger effect; one-dose inhibition, % at 4 µM; EC50 in µM for titrated hits; actives 1% (n = 290,000); in the data active means inhibition mostly above about 36%, no sharp cut-off; inactive means mostly below about 34%;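 further: HEK-293T reporter cells stimulated with the NOD1 agonist gamma-tri-DAP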
# GPR55 LPI antagonism: GPR55 antagonists blocking LPI-driven arrestin recruitment, primary screen, imaging, U2OS, beta-arrestin-GFP, LPI agonist (AID 2013); U2OS GPR55 beta-arrestin-GFP translocation imaging, LPI antagonism; higher % means a stronger effect; inhibition, % at 10 µM; hits with a dose series show IC50 in µM; actives 0.13% (n = 290,000);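 active means spots per cell inhibited over 60%, with over 100 cells counted and total cytoplasm intensity under 500,000; inconclusive means wells with under 100 cells, flagged as likely toxic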;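 further: U2OS cells stably carrying GPR55 and arrestin-GFP stimulated by 5 µM LPI near EC80; imaged beta-arrestin-GFP aggregate spots per cell after agonist stimulation; plate controls were LPI-stimulated DMSO wells for no effect and DMSO wells without LPI for full effect; some results filed as inactive read as strong as hits; confirmed hits need IC50 under 10 µM and bright autofluorescent wells are also inconclusive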
# GPR35 arrestin U2OS: GPR35 antagonists blocking zaprinast-driven arrestin recruitment, primary screen, imaging, U2OS, beta-arrestin-GFP, zaprinast agonist (AID 2058); one-dose inhibition, % at 10 µM; IC50 in µM for titrated hits; U2OS GPR35 beta-arrestin-GFP translocation imaging, zaprinast antagonism; higher % means a stronger effect; actives 0.052% (n = 290,000);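 active means inhibition of at least 50% with at least 30 cells and total cytoplasm GFP at most 10,000,000; inconclusive means under 30 cells or total GFP of 10,000,000 plus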
# HIV peptide binding: cell-free HIV fusion peptide-binding blockers – biochemical, uHTS, fluorescence dequenching, primary screen (AID 1986); cell-free peptide binding, fluorescence dequenching, 30 min; higher % means a stronger effect; one-dose inhibition, % at 20 µM; IC50 in µM for titrated hits; actives 0.3% (n = 290,000); in the data active means inhibition mostly above about 52%, no sharp cut-off; inactive means mostly below about 76%; further: some results filed as inactive read as strong as hits
# AID2073: inhibitors of Mint1-CaV2.2 protein interaction, biochemical, HTRF (AID 2073); HTRF protein-protein interaction, Mint1-CaV2.2; higher % means a stronger effect; inhibition, % at 20 µM, or IC50 in µM where a hit was titrated; actives 0.19% (n = 290,000); in the data active means inhibition mostly above about 51%, no sharp cut-off; inconclusive means no clear call, values can overlap the other calls; inactive means mostly below about 53%; further: some results filed as inactive read as strong as hits
# GPR55 beta-arrestin: selective activators of receptor GPR55 – imaging, U2OS cells, beta-arrestin-GFP redistribution, primary screen (AID 1961). activation, % at 10 µM; hits with a dose series show EC50 in µM. U2OS GPR55 beta-arrestin-GFP redistribution imaging; higher % means a stronger effect. actives 0.048% (n = 290,000);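 active means activation above 40% with more than 50 cells counted in the well; inconclusive means wells holding fewer than 50 cells, flagged as toxic or sparse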;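 further: U2OS osteosarcoma cells stably expressing GPR55 and beta-arrestin-GFP; plate controls were DMSO negative control for no effect and LPI positive control for full effect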
# KOR beta-arrestin-2: kappa opioid receptor blockers – cell-based, luminescence, uHTS (AID 1778); KOR beta-arrestin recruitment, luminescence, antagonist mode; higher % means a stronger effect; one-dose inhibition, % at 10 µM; IC50 in µM for titrated hits; actives 0.091% (n = 290,000); in the data active means inhibition above about 50%; further: strong numbers were not always called active
# SIAH1 antagonists: Siah-1 peptide-binding antagonists, primary screen, biochemical, fluorescence polarization, rhodamine-plectin, uHTS (AID 1817) | Siah-1 / rhodamine-plectin peptide fluorescence polarization; higher % means a stronger effect | displacement, % at 20 µM, or IC50 in µM where a hit was titrated | actives 0.02% (n = 290,000);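 active means displacement of at least 50% at 20 µM, with a fluorescence ratio check between 0.3 and a set limit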;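 further: plate controls were Siah plus tracer with DMSO for no effect and tracer alone without Siah for full effect; strong numbers were not always called active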
# Numbers without * were called inactive; u = inconclusive; x = not tested or not shown; [ ] = remark or other dose. Not all compounds are listed; rates above refer to the full screens.
# Order of results: HIV peptide binding | AID2073 | KOR beta-arrestin-1 | KOR beta-arrestin-2 | GPR35 arrestin U2OS | NOD1 inhibition | GPR55 LPI antagonism | GPR55 beta-arrestin | SIAH1 antagonists
- Cc1c(C(=O)NCc2cccnc2)oc2c1C(=O)CC(C)(C)C2
    2.3% | -11.9% | 6.2% | -14.6% | 7.6% | x | 12.9% | 0.1% | -0.5%
- COC(=O)c1ccc(/C=C(\C#N)c2nc3ccccc3s2)cc1
    8.5% | u | 1.0% | -6.3% | 6.7% | -12.5% | 3.7% | -0.1% | 6.8%
- O=C(Nc1ccc(Br)cc1)c1cccc(N2C(=O)C3CCCCC3C2=O)c1 (configuration not stated)
    3.4% | 2.3% | 1.0% | -24.8% | -4.6% | -27.6% | 8.7% | 0.2% | 3.0%
- COc1ccccc1CNC(=O)[C@@H]1CCCN1S(=O)(=O)c1ccccc1F
    -1.0% | 9.0% | -5.8% | -12.9% | 10.8% | -15.2% | 1.6% | 0.1% | 5.6%
- O=C(Nc1ccc(N2CCOCC2)c(Cl)c1)c1cccc(-n2cnnc2)c1
    -1.0% | 9.1% | -2.8% | -0.1% | 0.8% | -34.9% | 7.2% | -0.1% | 3.5%
- C=CCNS(=O)(=O)c1ccc(OCC(=O)OC)cc1
    -0.2% | -9.7% | -3.2% | 27.9% | -11.5% | -8.9% | 8.7% | 0.2% | 0.2%
- CC(NC(=O)c1cc(COc2c(F)cccc2F)on1)c1cnn(-c2ccccc2)c1 (configuration not stated)
    1.4% | 5.9% | x | -27.5%[20 µM] | 14.3% | -51.9% | 0.6% | -0.1% | 11.6%
- CC[N+](CC)(CC)C/C=C/CN1CCCCC1
    -0.9% | 6.0% | -0.3% | 16.5% | 8.3% | -18.4% | 1.5% | -0.3% | -6.5%
- Cc1onc(C(=O)Nc2cccc(C(F)(F)F)c2)c1[N+](=O)[O-]
    -1.8% | -4.0% | 0.5% | -5.1% | -5.5% | -0.5% | -6.6% | 0.2% | 6.8%
- CC(C)Nc1nc(NC(C)C)nc(OCCOC(=O)Nc2ccccc2)n1
    -0.3% | 4.1% | -0.2% | -32.8% | -12.9% | -33.6% | -4.8% | 0.1% | -1.7%
- Nc1nc(-c2ccco2)nn1C(=O)CCc1ccccc1
    -2.4% | -9.0% | -4.3% | 32.8% | -0.4% | -8.9% | 1.2% | 0.3% | -2.0%
- c1ccc(Cc2nnc3sc(C4COc5ccccc5O4)nn23)cc1 (configuration not stated)
    1.5% | -6.0% | 6.6% | 18.0% | -1.0% | 107.3%* | 4.6% | 0.5% | 11.2%
- Cc1cc(C)c(OCC(=O)OC(C)C(=O)NC2CC2)c(C)c1 (configuration not stated)
    -1.3% | 15.2% | 6.9% | -9.2% | -9.4% | -23.2% | -11.9% | 0.3% | -3.5%
- c1ccc(C2[C@H]3CN(CC4CCCCC4)[C@H](c4ccccc4)C34CC2(c2cccnc2)C4)cc1 (some centres not stated)
    1.7% | 8.2% | 3.8% | -19.7% | -7.7% | -9.6% | -1.8% | -0.1% | -0.5%
- CC(C)Cc1nnc(NC(=O)C2CCCC2)s1
    0.5% | 4.8% | 4.4% | -46.4% | -9.7% | 1.4% | 6.6% | -0.2% | -1.6%
- N#Cc1c(-c2ccco2)cc(C2CC2)nc1SCC(=O)c1ccccc1
    0.3% | 26.7% | -3.1% | -15.8% | -6.7% | -26.8% | 12.6% | 0.2% | -5.3%
- CCC1CN(C(=O)N2CCC(C(=O)NCCc3ccc(OC)c(OC)c3)CC2)c2ccccc2O1 (configuration not stated)
    1.6% | -3.4% | 3.9% | -6.8% | -2.2% | -14.5% | 2.4% | 0.5% | 7.3%
- Cc1c(C)c2c(C)nn(-c3ccccc3)c2[nH]c1=O
    2.1% | -2.5% | -2.0% | -7.1% | 13.3% | -49.0% | 2.3% | 0.3% | -1.6%
- CCCSC1=C(C#N)C(c2ccc(O)c(OC)c2)CC(=O)N1 (configuration not stated)
    0.1% | -2.4% | 5.0% | -5.6% | 2.0% | -0.5% | 1.3% | 0.7% | 0.1%
- NC(N)=NS(=O)(=O)c1ccc(NC(=S)NC(=O)c2ccncc2)cc1
    1.4% | 24.6% | -3.7% | -17.1% | -18.6% | -27.6% | 4.7% | -0.1% | -3.6%
- CNC(=O)CSc1nnc(-c2ccco2)n1-c1ccc(C)cc1
    3.3% | 12.7% | -4.3% | 9.4% | 2.6% | -7.2% | -3.0% | 0.1% | 2.1%
- COc1cc(NC(=O)N[C@@H](Cc2ccccc2)C(=O)O)cc(OC)c1
    2.2% | 3.1% | 1.7% | -20.4% | 7.1% | 2.6% | 15.1% | -0.2% | -5.2%
- COC(=O)[C@@H]1C[C@@]2(O)[C@H](O)[C@H](O)[C@H](O)C[C@H]2N1Cc1ccc(C(F)(F)F)cc1
    0.1% | 4.0% | 11.0% | 5.5% | -1.4% | 5.3% | 1.6% | -0.1% | -5.0%
- CCc1cccc(NS(=O)(=O)c2csc(C(N)=O)c2)c1
    0.2% | 2.4% | -2.8% | 1.1% | 2.7% | x | 0.3% | 0.0% | 4.7%
- O=[N+]([O-])c1cccc(CNc2ccc3c(c2)CCC3)c1
    0.9% | -3.7% | 1.9% | -27.1% | 18.7% | -27.1% | 11.7% | 0.0% | 1.0%
- CC1=C(C(=O)OCc2ccccc2)C(c2ccccc2)NC(=O)N1CCCC(=O)O (configuration not stated)
    -0.4% | 1.7% | -1.1% | 4.1%[20 µM] | 4.4% | -1.3% | 3.2% | -0.2% | 0.5%
- COc1ccc(Nc2nnc(C)c3ccccc23)cc1
    1.6% | 6.6% | 0.9% | 13.6% | 8.8% | -60.1% | 6.0% | -0.1% | -3.8%
- Cc1ccc2[nH]c(=O)c(CN(CCCN(C)C)C(=O)Nc3cccc(Cl)c3)cc2c1
    1.8% | 34.3% | 0.1% | 0.0% | -6.0% | -54.1% | -2.7% | 0.2% | 0.6%
- CCOC(=O)C1CCN(C/C=C/c2ccccc2)CC1
    1.4% | -8.2% | -0.8% | -6.9%[20 µM] | -8.0% | -15.9% | 1.0% | 0.5% | 5.6%
- CC(C)(C)OC(=O)NC(Cc1ccccc1)C(=O)N1CCCC1C(=O)O (configuration not stated)
    0.3% | 7.8% | 0.8% | -25.0% | 13.1% | 3.1% | 15.4% | 0.8% | -2.0%
- COc1cc(/C=N\NC(=O)CC(=O)NCCc2ccccc2)ccc1O
    0.3% | 0.8% | -1.5% | -28.2% | -2.2% | -37.1% | -1.3% | 0.2% | 1.9%
- Nc1c(C(=O)Nc2cccc(F)c2)nnn1-c1cccc(C(F)(F)F)c1
    1.7% | 42.2% | 6.2% | -10.7% | -3.6% | -32.4% | -0.4% | -0.4% | 0.3%
- C=CCO/N=C/C1C(=O)CC(C)(C)CC1=O
    -0.2% | 0.6% | 9.9% | -13.6% | 13.6% | -25.9% | -11.7% | 0.2% | 1.8%
- COc1cc(NC(=O)c2ccc3c(SCC(=O)O)c4c(nc3c2)CCC4)cc(OC)c1OC
    9.9% | -2.4% | 8.4% | -11.4% | -6.6% | -12.5% | -16.4% | 0.0% | -8.5%
- COc1ccc(NC(=O)C2CCCN2c2ccc(OC)c(OC)c2)cc1OC (configuration not stated)
    -0.8% | -9.4% | 7.0% | 12.0% | -12.6% | 3.1% | -8.0% | -0.1% | -1.3%
- CCOC(=O)C1CCN(S(=O)(=O)c2ccc(CN3C(=O)c4cccnc4C3=O)cc2)CC1
    -0.4% | -4.4% | 6.3% | 2.0% | -5.2% | -18.2% | -12.9% | 1.1% | 3.0%
- C=C(C)CSc1nnc([C@@H]2CCCN2C(=O)OC(C)(C)C)o1
    -2.3% | -3.7% | -1.4% | -6.7% | 4.0% | 12.8% | 16.5% | -0.1% | 6.8%
- Nc1c(NCc2ccccc2)c(=O)c1=O
    -0.7% | 12.6% | 0.8% | 13.2% | 14.0% | -3.4% | 5.5% | -0.3% | 2.0%
- COc1ccc(CNC(=O)C2CCN(C(=O)N(C)C)CC2)c(OC)c1
    8.3% | -2.3% | 9.8% | -53.1% | 22.6% | -21.5% | 1.8% | -0.1% | 0.7%
- CC1=Nc2cc(C(=O)N3CCCC3)ccc2Sc2c(C)ccc(C)c21
    -0.6% | 13.2% | -4.1% | -52.1% | 8.8% | -25.2% | 1.9% | -0.2% | -0.6%
- CC(C)c1ccc(N=Cc2c(O)c3ccccc3oc2=O)cc1
    0.8% | 3.4% | -1.4% | -8.1% | -0.9% | -35.3% | 1.0% | -0.1% | 10.7%
- O=C(CC1Nc2ccccc2NC1=O)Nc1ccccc1 (configuration not stated)
    9.0% | 12.8% | 0.8% | -17.5% | 16.1% | -31.2% | 3.8% | 0.1% | -1.6%
- CCN(Cc1ccccc1)C(=O)CSc1nc(C)cc2c1C(=O)OC2
    1.2% | -6.3% | 4.3% | -12.2% | 19.3% | -17.9% | 30.6% | -0.2% | 0.4%
- CC1(C)CC(=O)C2=C(C1)N(c1ncn[nH]1)C(N)=C(C#N)C2c1ccccc1 (configuration not stated)
    1.6% | 25.4% | -2.8% | -40.2% | 4.0% | -2.0% | 3.1% | -0.2% | -1.6%
- CCOC(=O)C1CCN(C(=O)C2CCC(=O)N(CC3CCCCC3)C2)CC1 (configuration not stated)
    0.9% | 7.5% | 1.4% | -15.5% | 1.5% | -20.8% | -0.1% | -0.1% | -1.5%
- Cc1ccnc(NS(=O)(=O)c2ccc(NS(C)(=O)=O)cc2)n1
    0.8% | 2.7% | 3.0% | 6.6% | -8.8% | -3.3% | -10.5% | -0.1% | 8.4%
- COc1ccc(NC(=O)C(=O)NCCO)cc1Cl
    3.3% | -4.2% | 3.1% | x | 11.2% | -10.1% | 6.5% | 0.1% | 2.7%
- O=C(NCC1CCCO1)c1ccc(NC(=O)C2CC=CCC2C(=O)O)cc1 (configuration not stated)
    1.9% | 0.9% | -0.4% | 2.5% | -3.5% | -3.9% | 11.1% | -0.2% | 3.5%
- COc1cc(C(=O)Oc2cccnc2)cc(OC)c1OC
    -1.1% | 2.7% | 1.7% | 5.2% | 2.3% | -17.5% | -4.3% | -0.1% | 9.1%
- CCC(=O)Nc1cc2[nH]c(=O)cc(C)c2cc1C
    -1.7% | 1.3% | -1.8% | -24.6%[20 µM] | -11.0% | -23.7% | 2.9% | 0.3% | 4.9%
- COc1ccc(CCNC(=O)C2CCCN2C(=O)Nc2ccc(Cl)cc2)cc1OC (configuration not stated)
    0.1% | 13.1% | -4.2% | -4.1%[20 µM] | 5.4% | -9.3% | -12.4% | 1.2% | -4.4%
- c1ccc(Nc2nc(N3CCCCC3)nc(N3CCCCC3)n2)cc1
    -2.0% | 0.2% | -0.7% | 2.0% | 8.1% | 9.0% | -3.8% | -0.2% | 2.0%
- COc1ccc(C(=O)N2CCSCC2)cc1OC1CCN(C(C)=O)CC1
    0.0% | -7.1% | 0.7% | -9.8% | 8.8% | -34.4% | -13.2% | -0.1% | 2.4%
